D1 agonist – activates the human D1 dopamine receptor. 360,000 tested, 1% active. P21728. HEK293 T-REx D1 cells, calcium flux, agonist mode. AID 504660. activation, % at 2 µM; note: 0% is about no effect
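Tetracycline-induced HEK293 TREx D1 cells, force-coupled to calcium signalling, were dye-loaded with a no-wash calcium kit. Compound was pin-added after a 10 s baseline. Fluorescence was read kinetically at 1 cycle/s for 180 s, with calcium rises flagged as agonism.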
D1 PAM – potentiators of human D1 dopamine receptor | P21728 | HEK293 TREx D1 cells, calcium flux, dopamine EC20 potentiation | potentiation, % at 10 µM | 360,000 tested, 0.036% active | AID 504651; in the data active = potentiation above about 30%; note: 0% is about no effect
RXFP1 antag – blocks the human relaxin receptor RXFP1. HEK293-RXFP1, relaxin-stimulated cAMP HTRF, 30 min; hits give low values. 350,000 tested, 0.59% active. AID 1259400. activity change, negative = inhibition, % at 57.5 µM;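 active = activity change of -60% or lower, but not beyond a set lower limit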; note: % is set by controls: 0 for no effect and ±100 for the full control effect
D2 agonist – activates the human D2 dopamine receptor; 340,000 tested, 0.53% active; P14416; AID 485358; HEK293 T-REx D2 cells, calcium flux agonist mode; activation, % at 2 µM;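 active = activation over 3 SD above normal in the single-dose calcium agonist read, cut at about 30% in these data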; note: 0% is about no effect
Target sequence (P14416 whole entry, looked up): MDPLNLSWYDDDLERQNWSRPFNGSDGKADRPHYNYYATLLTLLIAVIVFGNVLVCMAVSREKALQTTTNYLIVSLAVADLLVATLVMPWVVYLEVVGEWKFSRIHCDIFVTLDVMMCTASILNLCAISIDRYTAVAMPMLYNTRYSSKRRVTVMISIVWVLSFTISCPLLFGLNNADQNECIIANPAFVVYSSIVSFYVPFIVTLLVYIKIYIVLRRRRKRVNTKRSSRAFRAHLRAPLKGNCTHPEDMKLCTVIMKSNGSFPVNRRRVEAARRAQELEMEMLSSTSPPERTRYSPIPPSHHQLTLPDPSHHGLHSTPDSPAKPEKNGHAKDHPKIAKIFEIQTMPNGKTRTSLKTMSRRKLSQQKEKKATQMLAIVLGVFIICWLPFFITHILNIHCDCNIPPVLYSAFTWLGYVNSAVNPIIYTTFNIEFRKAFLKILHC
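HEK293 Trex D2 cells, tetracycline-induced, o/n 30 C 5% CO2; no-wash Ca dye, RT 30–90 min; 10-cycle baseline, 23 nl cpd added, kinetic Ca read 180 s; agonist hits = positive Ca response.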
TRHR agonist – activates the human TRH receptor; TRHR cells, calcium flux fluo-8, FDSS agonist mode; activation, % at 2 µM; 360,000 tested, 0.18% active; note: 0% is about no effect
Target sequence (P34981 whole entry, looked up): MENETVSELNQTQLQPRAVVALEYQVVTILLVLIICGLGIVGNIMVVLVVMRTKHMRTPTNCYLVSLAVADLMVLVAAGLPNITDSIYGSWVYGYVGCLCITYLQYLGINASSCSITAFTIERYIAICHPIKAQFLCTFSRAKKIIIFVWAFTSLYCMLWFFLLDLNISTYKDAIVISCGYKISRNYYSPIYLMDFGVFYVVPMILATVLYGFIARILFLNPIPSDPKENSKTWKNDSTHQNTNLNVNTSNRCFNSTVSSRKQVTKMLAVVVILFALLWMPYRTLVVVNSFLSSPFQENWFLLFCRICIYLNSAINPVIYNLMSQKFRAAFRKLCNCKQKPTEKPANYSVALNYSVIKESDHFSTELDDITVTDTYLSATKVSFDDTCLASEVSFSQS
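In this calcium-flux screen, cells bearing human TRHR are dye-loaded with fluo-8, baselined for 10 cycles, then exposed to library compounds; positive kinetic calcium responses during the agonist phase mark hits, with TRH as control.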
D1 antag – human D1 dopamine receptor antagonism; HEK293 TREx D1 cells, calcium flux, dopamine EC80; hits give low values; AID 504652; activity change, negative = inhibition, % at 10 µM; P21728; 360,000 tested, 3.2% active; in the data active = activity change below about -30%; note: % is set by controls: 0 for no effect and ±100 for the full control effect
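Tetracycline-induced HEK293 Trex D1 cells, force-coupled to calcium, dye-loaded; compounds added and read 180 s, then EC80 dopamine added and calcium flux tracked kinetically another 180 s.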
D2 PAM – positively modulates the human D2 dopamine receptor allosterically; HEK293 T-REx D2, calcium flux, EC20 dopamine potentiation; 340,000 tested, 0.34% active; potentiation, % at 10 µM; P14416;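 active = potentiation over 3 SD above the plate norm, cut at about 30% in these data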; note: 0% is about no effect
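Potentiation of an EC20 dopamine calcium response measured kinetically over 180 s, after a preceding 180 s compound-only read flagging agonists. Cells: inducible Hek293 Trex D2 line, 4000/well, cultured overnight at 30 C before dye loading.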
TRHR enhancer – allosterically enhances the human TRH receptor | TRHR cells, fluo-8 calcium fluorescence, EC20 TRH enhancement | enhancement, % at 2 µM | 360,000 tested, 0.66% active | AID 493056; in the data active = enhancement above about 30%; note: 0% is about no effect
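TRHR-expressing cells loaded with fluo-8 calcium dye were read kinetically (ex 480/em 530) during compound addition, then stimulated with an EC20 of TRH (10 nM final). Enhancement of the Gq-mediated intracellular calcium response was scored.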
D2 antagonist – antagonists of human D2 dopamine receptor; P14416; HEK293 TREx D2 cells, calcium flux, dopamine EC80; inhibition, % at 10 µM; 340,000 tested, 2% active; in the data active = inhibition above about 30%; note: 0% is about no effect
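Measurement of antagonist activity uses fluorescent calcium dye in inducible HEK293 T-REx D2 cells: 10 s baseline, compound addition with 180 s read, EC80 dopamine addition with a further 180 s read.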
Active calls of the source: *. Cut-off read from the data, not from the text of the source, unless noted: active = activation above about 30%; inactive = the rest.

Screening Cc1ccc2nc3c(cc(C(=O)NC4CCS(=O)(=O)C4)n3Cc3ccccc3)c(=O)n2c1 (configuration not stated) returned D1 agonist 0, D1 PAM -12, RXFP1 antag 30, D2 agonist -0.3, TRHR agonist -0.9, D1 antag 8, D2 PAM 6, TRHR enhancer -5 and D2 antagonist -9.
Screening CC1CCN(CCCCOc2cccc(Br)c2)CC1 returned D1 agonist 21, D1 PAM -4, RXFP1 antag -4, D2 agonist -0.4, TRHR agonist 0.7, D1 antag -2, D2 PAM -29, TRHR enhancer -4 and D2 antagonist 92*.
CC1(CC(=O)N/N=C/c2cc3c(cc2Br)OCO3)OCCO1 was read as D1 agonist 2, D1 PAM -1, RXFP1 antag -3, D2 agonist -0.1, TRHR agonist -0.3, D1 antag 8, D2 PAM -2, TRHR enhancer 4 and D2 antagonist -8.
For COc1ccc(-c2ccc(-c3noc(-c4ccccc4)n3)c(OC)n2)cc1 the results were D1 agonist 3, D1 PAM -9, RXFP1 antag -7, D2 agonist 0.7, TRHR agonist 1.1, D1 antag -46*, D2 PAM -7, TRHR enhancer 1 and D2 antagonist 31*.
OC1CCC(NC(=S)Nc2ccc(SC(F)F)cc2)CC1 (configuration not stated) was read as D1 agonist 4, D1 PAM -2, RXFP1 antag 6, D2 agonist 0.0, TRHR agonist -0.1, D1 antag -9, D2 PAM -4, TRHR enhancer -3 and D2 antagonist 6.
For COCCCNc1nc2ccccc2nc1NS(=O)(=O)c1ccc(C)c(C)c1 the results were D1 agonist 1, D1 PAM -5, RXFP1 antag -2, D2 agonist -0.4, TRHR agonist -0.2, D1 antag -5, D2 PAM -6, TRHR enhancer -5 and D2 antagonist -2.
Cc1ccnc(Nc2nc3ccccc3o2)n1 was read as D1 agonist 0, D1 PAM -5, RXFP1 antag -8, D2 agonist -0.5, TRHR agonist 0.4, D1 antag -4, D2 PAM 4, TRHR enhancer -3 and D2 antagonist -4.
`CSc1nc2[nH]c3c(c2c2ncnn12)CCCC3` gave D1 agonist 1, D1 PAM -4, RXFP1 antag -13, D2 agonist 1.3, TRHR agonist -0.7, D1 antag -15, TRHR enhancer -8 and D2 antagonist -2.
`CCOP(=O)(OCC)/C(C#N)=C/c1ccc([N+](=O)[O-])cc1` gave D1 agonist 3, D1 PAM -1, RXFP1 antag -21, D2 agonist 0.9, TRHR agonist 1.4, D1 antag 2, D2 PAM -5, TRHR enhancer -12 and D2 antagonist -5.
Screening O=C(c1cc(-c2ccccc2)nc2ccccc12)N1CCCc2ccccc21 returned D1 agonist 6, D1 PAM 2, RXFP1 antag -7, D2 agonist 0.7, TRHR agonist 0.7, D1 antag 10, D2 PAM -4, TRHR enhancer -13 and D2 antagonist -17.

Arranged by formula weight (lowest first): 5 of the compounds above.
Cc1ccnc(Nc2nc3ccccc3o2)n1 was read as D1 agonist 0, D1 PAM -5, RXFP1 antag -8, D2 agonist -0.5, TRHR agonist 0.4, D1 antag -4, D2 PAM 4, TRHR enhancer -3 and D2 antagonist -4.
OC1CCC(NC(=S)Nc2ccc(SC(F)F)cc2)CC1 (configuration not stated) was read as D1 agonist 4, D1 PAM -2, RXFP1 antag 6, D2 agonist 0.0, TRHR agonist -0.1, D1 antag -9, D2 PAM -4, TRHR enhancer -3 and D2 antagonist 6.
For COc1ccc(-c2ccc(-c3noc(-c4ccccc4)n3)c(OC)n2)cc1 the results were D1 agonist 3, D1 PAM -9, RXFP1 antag -7, D2 agonist 0.7, TRHR agonist 1.1, D1 antag -46*, D2 PAM -7, TRHR enhancer 1 and D2 antagonist 31*.
Screening O=C(c1cc(-c2ccccc2)nc2ccccc12)N1CCCc2ccccc21 returned D1 agonist 6, D1 PAM 2, RXFP1 antag -7, D2 agonist 0.7, TRHR agonist 0.7, D1 antag 10, D2 PAM -4, TRHR enhancer -13 and D2 antagonist -17.
Screening Cc1ccc2nc3c(cc(C(=O)NC4CCS(=O)(=O)C4)n3Cc3ccccc3)c(=O)n2c1 (configuration not stated) returned D1 agonist 0, D1 PAM -12, RXFP1 antag 30, D2 agonist -0.3, TRHR agonist -0.9, D1 antag 8, D2 PAM 6, TRHR enhancer -5 and D2 antagonist -9.

Further results:
Screening COc1ccc(NC(=O)C2CCCN(S(=O)(=O)c3cccc4nonc34)C2)cc1Cl (configuration not stated) returned D1 agonist 0, D1 PAM -3, D2 agonist 2.1, TRHR agonist 0.0, D1 antag -8, D2 PAM -14 and TRHR enhancer -6.
For COc1cc(OC)c(NS(=O)(=O)c2cc(Br)cnc2N)cc1Cl the results were D1 agonist 4, D1 PAM -3, RXFP1 antag -22, D2 agonist -0.1, TRHR agonist -0.1, D1 antag -5, D2 PAM -11, TRHR enhancer 5 and D2 antagonist -30.
Screening O=C(Cn1c(=O)n(-c2ccccc2)c(=O)c2sccc21)N1CCCC1 returned D1 agonist 3, D1 PAM -4, RXFP1 antag 7, D2 agonist 0.4, TRHR agonist -0.9, D1 antag 1, D2 PAM -2, TRHR enhancer -3 and D2 antagonist 3.
Screening Cc1cccc(C)c1NC(=O)CCN1C(=O)C2C3CCC(C3)C2C1=O (configuration not stated) returned D1 agonist 3, D1 PAM 2, RXFP1 antag -9, D2 agonist 0.8, TRHR agonist 0.2, D1 antag 2, D2 PAM 4, TRHR enhancer -6 and D2 antagonist 25.
For Cc1ccccc1CNC(=O)C(=O)NCC1CCCN1S(=O)(=O)c1cccs1 (configuration not stated) the results were D1 agonist 16, D1 PAM 5, RXFP1 antag 2, D2 agonist 0.4, TRHR agonist -0.9, D1 antag -4, D2 PAM -5, TRHR enhancer 13 and D2 antagonist -17.
For Cn1cnc2cc(NCc3cccs3)ccc21 the results were D1 agonist 3, D1 PAM 7, RXFP1 antag -6, D2 agonist 0.1, TRHR agonist -0.2, D1 antag -19, D2 PAM 0, TRHR enhancer 4 and D2 antagonist -2.
Screening COc1ccc(Cl)cc1NC(=O)c1cc2nc(-c3ccc(C)cc3)cc(C(F)(F)F)n2n1 returned D1 agonist 0, D1 PAM -1, RXFP1 antag 7, D2 agonist -0.2, TRHR agonist 3.2, D1 antag 15, D2 PAM 16 and TRHR enhancer 4.
Screening Cc1ccc(S(=O)(=O)N(CCC(=O)NCc2ccc(S(N)(=O)=O)cc2)c2ccccc2)cc1 returned D1 agonist 1, D1 PAM -6, RXFP1 antag 8, D2 agonist 0.2, TRHR agonist 0.0, D1 antag -4, D2 PAM 3, TRHR enhancer -4 and D2 antagonist -5.
`O=C1CN(C(=O)c2ccccc2)c2ccccc2N1` gave D1 agonist 4, D1 PAM 1, RXFP1 antag 15, D2 agonist -0.7, TRHR agonist -0.1, D1 antag 4, D2 PAM 7, TRHR enhancer -2 and D2 antagonist 18.
CCCNC(=O)Cn1c(=O)n(CC2CCC(C(=O)NC)CC2)c(=O)c2sccc21 (configuration not stated) was read as D1 agonist 1, D1 PAM -1, RXFP1 antag -7, D2 agonist -1.0, TRHR agonist 0.4, D1 antag 26, D2 PAM -3 and TRHR enhancer 1.
`CC(NC(=O)c1cc2ccccn2n1)c1ccccc1` (configuration not stated) gave D1 agonist 1, D1 PAM 0, RXFP1 antag -1, D2 agonist 0.1, TRHR agonist 0.0, D1 antag -9, D2 PAM -2 and TRHR enhancer 3.
`O=C1CCc2cc(S(=O)(=O)N3CCC(C(=O)NCc4ccccn4)CC3)ccc2N1` gave D1 agonist 1, D1 PAM 1, D2 agonist 1.6, TRHR agonist -0.1, D1 antag 5, D2 PAM 10, TRHR enhancer -1 and D2 antagonist -11.
Cc1ccc(NS(=O)(=O)c2c(C(=O)N3CCCCCC3)c(C)n(C)c2C)c(Cl)c1 was read as D1 agonist 1, D1 PAM 2, RXFP1 antag 23, D2 agonist 10, TRHR agonist 0.0, D1 antag 17, D2 PAM 0, TRHR enhancer -2 and D2 antagonist 7.
Screening O=C(CCCn1c(=O)[nH]c2ccsc2c1=O)NCc1cccs1 returned D1 agonist 9, D1 PAM -2, RXFP1 antag 0, D2 agonist 0.5, TRHR agonist -0.1, D1 antag 8, D2 PAM 24, TRHR enhancer -1 and D2 antagonist -12.
CCc1nnc(SCC(=O)Nc2nccs2)n1CC was read as D1 agonist 4, D1 PAM 3, RXFP1 antag 2, D2 agonist 0.5, TRHR agonist 0.4, D1 antag 7, D2 PAM 4, TRHR enhancer 2 and D2 antagonist 5.
`CCN(CC)C(=O)Cn1cc(C(=O)C(=O)N(CC)C2CCCCC2)c2ccccc21` gave D1 agonist 1, D1 PAM -6, RXFP1 antag -5, D2 agonist 0.9, TRHR agonist 0.1, D1 antag 0, D2 PAM -2, TRHR enhancer 1 and D2 antagonist -5.
For Cc1ccc(S(=O)(=O)N2CCN(c3cccc(C)c3)CC2)cc1 the results were D1 agonist 2, D1 PAM 3, RXFP1 antag -5, D2 agonist 0.7, TRHR agonist 0.2, D1 antag -4, D2 PAM 1, TRHR enhancer -6 and D2 antagonist -5.
CN(C)c1ccc(CNC(=O)c2ccc3nc(Cc4ccccc4)oc3c2)cc1 was read as D1 agonist 5, D1 PAM 3, RXFP1 antag -22, D2 agonist -0.1, TRHR agonist -0.7, D1 antag 23, D2 PAM 5 and TRHR enhancer 4.
Screening CCc1c(C2(O)CCCCC2)[nH]c2cc(C(F)(F)F)ccc12 returned D1 agonist 32*, D1 PAM 0, D2 agonist 1.4, TRHR agonist 1.3, D1 antag 12, D2 PAM -10, TRHR enhancer 22 and D2 antagonist -19.
O=C1CSC(c2ccc(Cl)cc2)N1C1CCCCC1 (configuration not stated) was read as D1 agonist 4, D1 PAM -5, RXFP1 antag -10, D2 agonist -0.2, TRHR agonist -0.4, D1 antag -20, D2 PAM 3, TRHR enhancer -6 and D2 antagonist -4.
Screening CCN(CC)C(C(=O)Nc1ccc2c(c1)OCO2)c1ccccc1 (configuration not stated) returned D1 agonist 2, D1 PAM -4, RXFP1 antag 8, D2 agonist -1.0, TRHR agonist 0.2, D1 antag -8, D2 PAM -14, TRHR enhancer -4 and D2 antagonist 13.
For COc1cc(NC(=O)c2cnn3c(C)cc(C)nc23)c(OC)cc1Cl the results were D1 agonist 0, D1 PAM -3, RXFP1 antag -8, D2 agonist 0.5, TRHR agonist 0.1, D1 antag -22, D2 PAM -3, TRHR enhancer 3 and D2 antagonist 28.
Screening Cc1ccccc1C(=O)Nc1nnc2n1CCS2 returned D1 agonist 1, D1 PAM -1, D2 agonist -0.8, TRHR agonist 0.4, D1 antag 1, D2 PAM -8 and TRHR enhancer -1.
`CC(C)c1ccc(NC(=O)c2ccc(NS(C)(=O)=O)cc2)cc1` gave D1 agonist 3, D1 PAM -9, RXFP1 antag -5, D2 agonist -0.1, TRHR agonist -0.1, D1 antag 9, D2 PAM -14, TRHR enhancer 0 and D2 antagonist 9.
`CCc1ccccc1NC(=O)CN(c1cccc(C)c1C)S(C)(=O)=O` gave D1 agonist -2, D1 PAM 3, D2 agonist 2.2, TRHR agonist -0.5, D1 antag 9, D2 PAM -4 and TRHR enhancer 3.
`O=C(Nc1cc(=O)[nH]c2ncnn12)c1ccco1` gave D1 agonist 4, D1 PAM -3, RXFP1 antag -2, D2 agonist 0.6, TRHR agonist 0.0, D1 antag 9, D2 PAM -8, TRHR enhancer 1 and D2 antagonist 12.

From PubChem

Not a hit list; 7.1% or so of the library scored in one or more.
